# TrxR1 substrate – qHTS Assay for Substrates of Mammalian Selenoprotein Thioredoxin Reductase 1 (TrxR1): qHTS | Potency, µM (highest dose often 114 µM), without a hit: top-dose activity change, negative = substrate turnover | 0.01% of 390,000 active | purified TrxR1 substrate turnover, NADPH consumption readout | AID 588456, 2011 | Thioredoxin reductase 1, cytoplasmic (Rattus norvegicus), O89049; further: potency means the concentration at half of the fitted maximal effect; on the % scale 0 is the no-effect control and ±100 the full control effect; nearly all actives have a fitted effect of over 50% in size
#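 Rat TrxR1, dispensed at 90 nM, was prereduced with 400 uM NADPH (final) for 5 min at ~22 deg C, then incubated with compound 15 min before 400 uM selenite. A first-read NADPH fluorescence drop versus no-compound background flagged substrates.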
# Pin1 inhibitor – qHTS Assay to Find Inhibitors of Pin1. Potency, µM (top dose mostly 115 µM), inactives show at the highest dose activity, negative = inhibition, most hits filed as inhibitors. Pin1 FP peptide displacement, HiFluor488, 10 min. 0.009% of 390,000 active; active means well fitted inhibition curve with a large enough effect in the polarisation, with a control signal flat, not every such curve was filed as active; inconclusive means small, poorly fitted or top-dose-only effect, or effect the other way, or a change in a side signal; inactive means no such curve, though single readings can be large or run the other way; the % refers to the polarisation; further: potency means the concentration at half of the fitted maximal effect; on the % scale 0 is the no-effect control and ±100 the full control effect
# Target sequence (Q13526 whole entry, looked up): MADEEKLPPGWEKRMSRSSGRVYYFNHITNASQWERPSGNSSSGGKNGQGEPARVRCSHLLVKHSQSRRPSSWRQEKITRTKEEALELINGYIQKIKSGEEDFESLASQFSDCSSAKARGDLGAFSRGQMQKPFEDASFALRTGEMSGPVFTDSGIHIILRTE
# rTrxR1 inhibitor – qHTS Assay for Inhibitors of Mammalian Selenoprotein Thioredoxin Reductase 1 (TrxR1): qHTS; Thioredoxin reductase 1, cytoplasmic (Rattus norvegicus), O89049; recombinant rTrxR1, NADPH fluorescence consumption, selenite substrate; Potency, µM (highest dose often 114 µM), without a hit: top-dose activity change, negative = inhibition, usual class: inhibitors; 1% of 390,000 active; further: potency means the concentration at half of the fitted maximal effect; on the % scale 0 is the no-effect control and ±100 the full control effect; nearly all actives have a fitted effect of over 65% in size
#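 Rat TrxR1 (90 nM in the dispensed reagent) was pre-reduced with 400 uM NADPH for 5 min at room temperature, then incubated with compound for 15 min. After 400 uM selenite was added, NADPH fluorescence (Ex 340/Em 450 nm) was followed for 8 min.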
# IDH1 R132H inh – qHTS for Inhibitors of mutant isocitrate dehydrogenase 1 (IDH1): qHTS; AID 602179, 2012; Isocitrate dehydrogenase [NADP] cytoplasmic (Homo sapiens), O75874; Potency, µM (highest dose often 76.6 µM), inactives show at the highest dose activity change, negative = inhibition, hits mostly inhibitors; IDH1-R132H enzyme, NADPH consumption, diaphorase/resazurin fluorescence; 0.093% of 390,000 active; further: potency means the concentration at half of the fitted maximal effect; on the % scale 0 is the no-effect control and ±100 the full control effect; nearly all actives have a fitted effect of over 65% in size
#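 IDH1-R132H (0.5 ug/mL) preincubated 30 min with compound, then NADPH (0.016 mM) and alpha-KG (2 mM) added; 80 min at RT, pH 7.5. Remaining NADPH coupled via diaphorase/resazurin to fluorescence (540/590 nm); concentration-response curves normalized to no-enzyme control.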
# GLS inh – qHTS for Inhibitors of Glutaminase (GLS); Glutaminase kidney isoform, mitochondrial (Homo sapiens), O94925; GLS enzymatic activity, qHTS titration; Potency, µM (highest dose often 45.5 µM), without a hit: at the top dose activity change, negative = inhibition, most hits filed as inhibitors; 0.21% of 410,000 active; AID 624170, 2012; further: potency means the concentration at half of the fitted maximal effect; on the % scale 0 is the no-effect control and ±100 the full control effect
# Target sequence (O94925 whole entry, looked up, canonical isoform): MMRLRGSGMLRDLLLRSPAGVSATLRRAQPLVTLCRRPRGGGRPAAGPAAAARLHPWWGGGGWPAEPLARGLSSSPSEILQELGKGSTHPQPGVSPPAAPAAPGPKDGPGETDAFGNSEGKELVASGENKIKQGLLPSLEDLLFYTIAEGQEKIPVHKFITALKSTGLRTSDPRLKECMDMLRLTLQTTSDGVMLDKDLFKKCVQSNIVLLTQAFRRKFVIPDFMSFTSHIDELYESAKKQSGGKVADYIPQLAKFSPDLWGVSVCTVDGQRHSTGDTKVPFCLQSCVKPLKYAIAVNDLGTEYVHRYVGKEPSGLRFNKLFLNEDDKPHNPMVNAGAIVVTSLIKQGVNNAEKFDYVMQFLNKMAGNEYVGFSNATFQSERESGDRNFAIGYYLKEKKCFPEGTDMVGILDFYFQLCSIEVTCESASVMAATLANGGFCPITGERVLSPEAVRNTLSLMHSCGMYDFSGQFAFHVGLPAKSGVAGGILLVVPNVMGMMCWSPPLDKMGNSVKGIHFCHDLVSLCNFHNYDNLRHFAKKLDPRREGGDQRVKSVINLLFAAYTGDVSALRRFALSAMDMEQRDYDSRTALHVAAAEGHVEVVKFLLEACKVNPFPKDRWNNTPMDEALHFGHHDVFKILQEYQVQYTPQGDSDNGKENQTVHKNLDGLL
#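 Enzyme dispensed in phosphate buffer (45 mM, pH 8.2, 0.02% Tween-20), compounds pinned in, then 1 mM L-glutamine solution and the glutamate oxidase–HRP–Amplex Red mix added; fluorescence read immediately and again after 30 min at room temperature.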
# PI4K2A inh – qHTS for small molecular inhibitors of PI4K2A; purified PI4K2A, ADP-Glo luminescence, 1 h; active compounds read low; activity change, negative = inhibition, % at 76.9 µM; 0.13% of 420,000 active; Phosphatidylinositol 4-kinase type 2-alpha (Homo sapiens), Q9BTU6; AID 1346378, 2018; in the data active means activity change below about -50%; inconclusive means mostly about -30% to -49%;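 further: -100% = wells without enzyme as full effect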
#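 Compounds are screened against recombinant PI4K2A using PI as substrate and ATP, the latter dispensed at 300 microM. Reactions run one hour at ambient temperature before ADP-Glo detection; full inhibition defined by wells lacking enzyme.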
# HP1b binding inh – HTS for Inhibitors of HP1-beta Chromodomain Interactions with Methylated Histone Tails | Chromobox protein homolog 1 (Homo sapiens), P83916 | AlphaScreen HP1-beta / biotin-H3K9me3 peptide binding | Potency, µM (series often up to 114 µM), for inactives: at the highest dose activity change, negative = inhibition, most hits filed as inhibitors | 0.56% of 390,000 active | AID 540317, 2011; further: potency means the concentration at half of the fitted maximal effect; nearly all actives have a fitted effect of over 70% in size; inactives centre near 23
# Target sequence (P83916 whole entry, looked up): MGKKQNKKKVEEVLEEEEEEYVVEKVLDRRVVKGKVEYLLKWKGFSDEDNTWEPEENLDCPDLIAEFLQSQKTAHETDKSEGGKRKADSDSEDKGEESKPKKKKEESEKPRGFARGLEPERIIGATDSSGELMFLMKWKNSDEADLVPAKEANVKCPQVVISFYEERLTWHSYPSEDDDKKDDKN
#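 AlphaScreen: HP1-beta (50 nM) preformed 30 min with biotin-H3(1-18)K9me3 peptide (50 nM) in PBS pH 7.4, 0.01% Tween-20. Compound added for 30 min at RT, then streptavidin donor/nickel chelate acceptor beads (10 ug/mL) for 30 min.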
# PGK inhibitor – qHTS Assay to Find Inhibitors of Phosphoglycerate Kinase; Phosphoglycerate kinase, glycosomal (Trypanosoma brucei brucei), P07378; PGK/GAPDH coupled, Kinase-Glo luminescence, 60 min; Potency, µM (series often up to 57.5 µM), inactives show at the top dose activity change, negative = inhibition, hits mostly inhibitors; 0.043% of 380,000 active; further: potency means the concentration at half of the fitted maximal effect; on the % scale 0 is the no-effect control and ±100 the full control effect; nearly all actives have a fitted effect of over 60% in size
#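 Recombinant glycosomal PGK reaction used 1,3-bisphosphoglycerate generated in-well by GAPDH (100nM final) in 100mM TEA pH 7.6, 5mM MgCl2, 0.01% Tween-20. After 60 minutes at room temperature, ATP was read by Kinase-Glo Plus luminescence end-point.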
# USP1 inh – Inhibitors of USP1/UAF1: Primary Screen; Ubiquitin carboxyl-terminal hydrolase 1 (Homo sapiens), O94782; recombinant USP1/UAF1, Ub-Rhodamine cleavage fluorescence; Potency, µM (doses to about 57.1 µM), for the others: top-dose activity change, negative = inhibition, hits mostly inhibitors; 0.23% of 390,000 active; AID 743255, 2014; further: potency means the concentration at half of the fitted maximal effect; on the % scale 0 is the no-effect control and ±100 the full control effect; nearly all actives have a fitted effect of over 60% in size; inactives centre near -12
#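 USP1/UAF1 complex (1 nM) preincubated 15 min at room temperature with compound, then Ub-Rho substrate (150 nM final) added. Kinetic fluorescence at 480/540 nm over 6 reads at 60 s intervals; 50 mM HEPES pH 7.8, 0.5 mM EDTA, 0.1 mg/ml BSA, 1 mM TCEP, 0.01% Tween-20.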
# Active calls of the source: *; i = inactive; ? = inconclusive; / = not tested or not shown; [ ] = dose if it differs, or a comment. Unless noted, the call rests on the fitted dose curve; in most records, active means well fitted curve in the direction sought with a large enough effect; inconclusive means small, poorly fitted or top-dose-only effect, or another doubt; inactive means no such curve, though single readings can be large; an effect the other way counts as inactive or inconclusive.
SMILES,TrxR1 substrate,Pin1 inhibitor,rTrxR1 inhibitor,IDH1 R132H inh,GLS inh,PI4K2A inh,HP1b binding inh,PGK inhibitor,USP1 inh
C=CCSC1=N/C(=C\c2cc(OCC)c(OC(C)=O)c([N+](=O)[O-])c2)C(=O)S1,-11%,/,-36%,?,-2%,-3,28µM*,-6%,-22%
COCC1CCN(Cc2c(C(=O)N3CCOCC3)nc3c(C)cccn23)C1 (centres undefined),/,/,/,4%,0%,0,/,-8%,?
CN(Cc1ccccc1)C(=O)CC(c1ccccc1)c1cc(Cl)ccc1O (centres undefined),-16%,-3%,-11%,-2%,17%,6,5%,i,-11%
CC(C)(O)C#Cc1ccc(C(=O)NCCc2ccc(S(N)(=O)=O)cc2)cc1,3%,0%,17%,-1%,-16%,3,51%[activator],-7%,-20%
Cc1ccc(/C(N)=N/OC(=O)N2CCOCC2)cc1,9%,-2%,18%,-1%,10%,1,23%,7%,6%
COc1ccc(Cl)cc1N1C(=O)c2cccnc2C1=O,6%,2%,7%,7%,1%,-8,54%[activator],-8%,-9%
C=CCn1c(SCC(=O)NCCCC(=O)OCC)nc2scc(-c3ccco3)c2c1=O,-7%,9%,-16%[57.1 µM],0%,0%,-23,26%,6%,-4%
O=C(O)c1ccc(N2C(=O)C3ON(c4ccccc4)C(c4ccccc4F)C3C2=O)cc1 (centres undefined),7%[57.1 µM],?,2%[57.1 µM],4%,4%,2,48%[activator],-5%,-1%
Cc1ccc(C(=O)CC(C(=O)O)n2cccn2)cc1 (centres undefined),-5%,-2%,-20%,5%,4%,7,34%,2%,-10%
Cc1ccccc1CSc1ccc(S(=O)(=O)N2CCCC2)cn1,10%[57.1 µM],1%,18%[57.1 µM],3%,-6%,-3,132%[activator],2%,-25%
O=C(Cn1cnc2c(cnn2-c2ccc(Cl)cc2)c1=O)NCC1CCCO1 (centres undefined),1%,-5%,-5%,9%,-7%,19,47%[activator],i,-10%
O=C(COC(=O)c1cc2c(s1)CCCC2)Nc1ccc(Cl)cn1,4%,-3%,18%,-5%,-4%,1,45%[activator],0%,-15%
O=C(N/N=C/c1ccc([N+](=O)[O-])o1)c1cc(-c2cccc(Br)c2)nc2ccccc12,-7%,2%,-23%,1%,3%,1,11%,-6%,-15%
CCNS(=O)(=O)c1ccc(Br)c(C(=O)OC(C)C(=O)NCC2CCCCC2)c1 (centres undefined),1%,-3%,18%,-2%,-4%,-3,47%[activator],-1%,-18%
C=CCn1c(SCC(=O)N2CCOCC2)nc2sc3c(c2c1=O)CCCC3,-3%,?,-4%,3%,5%,3,37%,4%,-18%
CC1CN(c2ncnc3c2cnn3-c2ccc(Cl)cc2)CC(C)O1 (centres undefined),10%,-5%,30%,-4%,-2%,1,44%[activator],-3%,-17%
CN(CCOc1ccccc1)C(=O)C1CCN(C(=O)c2ccc(F)cc2)CC1,-2%,-5%,4%,6%,-11%,-3,29%,i,-17%
Cc1nn(Cc2ccc(C(=O)NN)cc2)c(C)c1Cl,0%,-5%,0%,0%,-2%,4,32%,0%,-13%
CCCCn1c(=NC(=O)c2ccco2)c(C(=O)OCC)cc2c(=O)n3ccccc3nc21,199%[activator][57.1 µM],-1%,20%[57.1 µM],0%,22%,-11,33%,14%,-5%
O=C(Nc1ccc(Cl)cc1)ON=C1CCCC1,-1%,8%,2%,9%,-4%,2,44%[activator],i,-12%
CC1CCCN(C(=O)CCS(=O)(=O)c2ccc3c(c2)NC(=O)C(C)S3)C1 (centres undefined),0%,-3%,30%,-4%,1%,2,31%,-3%,-13%
CN1/C(=C\C=C2/SC(=S)N(CC(=O)O)C2=O)C(C)(C)c2ccccc21,5%[57.1 µM],?,35%[57.1 µM],-3%,-23%,-19,35µM*,-28%,25µM*
Cc1ccc(-c2cccc(-c3cc(=O)oc4ccc(C(C)(C)C)cc34)c2)cc1,1%,0%,30%,3%,2%,5,48%[activator],2%,-10%
CCn1nc(C(=O)N2CCN(Cc3ccc4c(c3)OCO4)CC2)c2ccccc2c1=O,9%,-5%,26%,9%,5%,-2,43%[activator],3%,-20%
COc1ccc(CCN(C(=O)C(F)(F)F)C(C(=O)NC2CCCC2)c2cccs2)cc1 (centres undefined),4%,?,41%[activator],2%,-2%,-2,22%,-8%[11.5 µM],?

# Later entries.
SMILES,TrxR1 substrate,Pin1 inhibitor,rTrxR1 inhibitor,IDH1 R132H inh,GLS inh,PI4K2A inh,HP1b binding inh,PGK inhibitor,USP1 inh
CN1C(=O)/C(=C/c2coc3ccc(O)cc3c2=O)SC1=S,4%,52%[activator],31%,3%,1%,0,3%,-5%,2%
COC(=O)c1ccc(C(=O)N(CCN(C)C)c2nc3c(Cl)cccc3s2)cc1,0%,1%,2%,-2%,4%,3,3%,-3%,-16%
CCC(=O)n1nc(-c2ccc(Cl)cc2)nc1N,8%,-2%,37%,0%,-2%,-9,30%,-3%,-14%
CN1CCN(C(=O)C23CC4CC(C2)CC(c2ccccc2)(C4)C3)CC1,6%[57.1 µM],-1%,22%[57.1 µM],10%,13%,-7,7%,-2%,-4%
CCOCCCn1c(SCC(=O)NCc2ccc3c(c2)OCO3)nc2ccccc2c1=O,-1%,3%,10%,7%,?,4,34%,2%,-26%
Cc1cccc(C(=O)NC2CCN(C(=O)NCc3ccccc3)CC2)c1,1%[57.1 µM],3%,25µM*,-4%,-8%,2,-38%,i,-5%
CCN1CC(CN(C)Cc2nc(COc3ccccc3)no2)CC1=O (centres undefined),13%[57.1 µM],-2%,25%[11.4 µM],3%,7%,1,35%,-3%,-12%
CS(=O)(=O)N1CCN(c2ccccc2NC(=O)c2ccc(-c3ccc(Cl)cc3Cl)o2)CC1,-8%,56%[activator],-24%,2%,8%,1,24%,i,-16%
COc1ccc(C2/C=C\CN(C(=O)c3ccccc3)C(C)C(=O)N2Cc2ccc(F)cc2)cc1 (centres undefined),-7%,?,13%[57.1 µM],/,/,/,24%,/,/
O=C(N/C(=C/c1ccc(Cl)cc1)C(=O)N1CCCC1)c1ccccc1,-8%,-9%,-3%,-1%,1%,0,20%,-2%,-21%
CC(=O)c1sc(NC(=O)c2cc(S(=O)(=O)N3CCOCC3)ccc2F)nc1C,-11%,0%,-4%,-8%,-5%,0,52%[activator],9%,-25%
CCCSc1ccc([C@@H]2[C@@H]3C(=O)N(CC)C(=O)[C@@H]3[C@]3(C(=O)OC)CCCCN23)cc1OC,-2%,-1%,-11%[57.1 µM],-5%,5%,3,31%,9%,11%
CC12CCC(=O)C=C1CCC1C2C(O)CC2(C)C1CCC2(O)C(=O)COC(=O)COCC(=O)O (centres undefined),2%,-4%,9%,-3%,2%,0,10%,-2%,-29%
COc1ccc(S(=O)(=O)NCc2cccn2Cc2cccc(C)c2)cc1OC,7%[57.1 µM],-2%,16%[57.1 µM],-5%,2%,7,5%,1%,-13%
CCOC(=O)c1c(CN2CCN(CCO)CC2)n(-c2ccccc2)c2cc(Br)c(O)cc12,0%,8%,13%,9%,-9%,3,9%,-2%,-25%
Cc1ccc(S(=O)(=O)c2c[nH]c3ccc(C)cc3c2=O)cc1,1%,0%,20%,5%,-2%,4,25%,-1%,-12%
Cc1[nH]c2ccccc2c1/C=N/NC(=S)NC(C)C,-17%[57.1 µM],40%[activator],?,13%,?,-23,?,15%,-15%
CCOC(=O)[C@@H]1[C@H]2COc3ccccc3[C@@H]2N2C(=O)N(c3ccc(C)cc3)C(=O)[C@@]12C,1%,1%,12%,24%,1%,2,13%,-10%,-25%
CCCCn1c(=S)[nH]c2ncccc2c1=O,-4%,5%,2%,6%,4%,1,31%,-3%,-1%
CC(C)C(=O)Nc1ccc2nc(SCC(=O)N3CCc4ccccc43)sc2c1,-8%,15%,-1%,8%,-9%,-4,34%[activator],-8%,-12%
COC(=O)Nc1ccc(=O)n(Cc2c(Cl)cccc2Cl)c1,55%[activator],-1%,32%,11%,4%,-1,10%,-7%,-14%
CC(=O)C1C(=O)CC(C)(O)C(C(C)=O)C1c1ccccc1 (centres undefined),13%[57.1 µM],-11%,28%[57.1 µM],5%,-11%,2,41%[activator],-8%,-10%

# From PubChem

# This is a subset; rates above refer to the full screens.
